PAD4 FP inh: PAD4 (human) enzyme inhibition. Q9UM07. 0.41% of 330,000 active. recombinant PAD4, RCA probe fluorescence polarization. inhibition, % at 6.36 µM;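 active = percent inhibition above a cutoff equal to the mean of all tested compounds plus 3 SD, cut at about 15% in these data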;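 note: 0% = PAD4 with RCA probe and DMSO and 100% = probe without PAD4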
PAFAH2 inh: PAFAH2 (human) inhibition; Q99487; recombinant PAFAH2, FP-rhodamine activity probe, fluorescence polarization; inhibition, % at 3.39 µM; 0.99% of 340,000 active; AID 492956;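 active = inhibition above the mean over all tested compounds plus 3 SD, cut at about 30% in these data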;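 note: inhibitors block probe labeling of enzyme so polarization drops; 0% = enzyme with DMSO and 100% = wells lacking PAFAH2 protein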
Fam108B inh: Fam108B inhibition, counter-screen for RBBP9 inhibitors. inhibition, % at 9.51 µM. 0.33% of 300,000 active. recombinant Fam108B, FP-Rh probe fluorescence polarization;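 active = inhibition above the screen mean inhibition plus 3 SD, computed separately per campaign, cut at about 18% in these data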;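 note: inhibitors lower polarization as less probe binds the enzyme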
LYPLA1 inh: LYPLA1 (human) inhibition in PME1 counter-screen; 0.16% of 320,000 active; O75608; AID 2174; inhibition, % at 5.9 µM; recombinant LYPLA1, FP-Rh probe fluorescence polarization;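 active = inhibition above the mean of all tested compounds plus 3 SD, set per campaign, cut at about 14% in these data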;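 note: inhibitors block serine hydrolase probe labeling of LYPLA1 so polarization falls; 0% = enzyme with DMSO and 100% = wells lacking LYPLA1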
PME-1 primary: PME-1 (human) inhibition; Q9Y570; recombinant PME-1, FP-Rh probe fluorescence polarization; inhibition, % at 5.9 µM; 0.53% of 320,000 active; AID 2130;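 active = inhibition above the campaign mean of all compounds plus 3 SD, cut at about 26% in these data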;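 note: competitive labeling of PME-1 active site by serine hydrolase directed probe; 0% = PME-1 with DMSO and 100% = wells lacking PME-1 enzyme; inhibitors block probe labeling so polarization falls and inhibition rises; many of its hits are not listed in these tables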
Target sequence (Q9Y570 whole entry, looked up): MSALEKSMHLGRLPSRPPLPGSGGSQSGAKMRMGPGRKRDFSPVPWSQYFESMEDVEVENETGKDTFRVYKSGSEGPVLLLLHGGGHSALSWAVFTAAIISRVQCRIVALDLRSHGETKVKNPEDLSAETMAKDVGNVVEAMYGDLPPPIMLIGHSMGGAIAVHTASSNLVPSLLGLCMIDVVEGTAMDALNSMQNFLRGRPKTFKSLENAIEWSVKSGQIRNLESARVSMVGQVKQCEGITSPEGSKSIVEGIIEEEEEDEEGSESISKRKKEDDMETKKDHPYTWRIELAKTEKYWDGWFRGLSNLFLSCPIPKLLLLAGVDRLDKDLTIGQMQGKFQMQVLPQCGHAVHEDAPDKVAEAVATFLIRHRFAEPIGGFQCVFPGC
PAFAH1B3 FP inh: inhibitors of human PAFAH1B3; Q15102; recombinant PAFAH1B3, FP-rhodamine probe, fluorescence polarization; inhibition, % at 3.39 µM; 0.28% of 340,000 active; AID 492972;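 active = inhibition above the screen-wide average of all tested compounds plus 3 SD, cut at about 25% in these data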;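 note: 0% = enzyme with DMSO only and 100% = wells lacking PAFAH1B3 protein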
Target sequence (Q15102 whole entry, looked up): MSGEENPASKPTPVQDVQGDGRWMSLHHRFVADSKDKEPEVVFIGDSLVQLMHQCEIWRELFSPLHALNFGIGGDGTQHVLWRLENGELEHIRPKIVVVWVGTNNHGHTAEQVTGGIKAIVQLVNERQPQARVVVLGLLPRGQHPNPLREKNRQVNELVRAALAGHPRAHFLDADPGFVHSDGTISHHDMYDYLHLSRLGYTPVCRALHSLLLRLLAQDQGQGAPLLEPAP
pPAFAH inh: pPAFAH (human) enzyme inhibition; Q13093; 1.5% of 330,000 active; inhibition, % at 3.39 µM; recombinant pPAFAH, FP-rhodamine probe fluorescence polarization;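 active = inhibition above the mean inhibition across the screen plus 3 SD, cut at about 25% in these data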;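 note: inhibitors block binding of the rhodamine activity-based probe so polarization drops; 0% = enzyme with DMSO and 100% = wells lacking pPAFAH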
PAFAH1B2 FP inh: PAFAH1B2 (human) inhibition. P68402. recombinant PAFAH1B2, FP-rhodamine activity probe, fluorescence polarization. inhibition, % at 3.39 µM. 1.2% of 340,000 active;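 active = inhibition above the mean of all tested compounds plus 3 SD, cut at about 24% in these data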;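 note: 0% = enzyme with DMSO and 100% = wells lacking PAFAH1B2; many of its hits are not listed in these tables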
Target sequence (P68402 whole entry, looked up): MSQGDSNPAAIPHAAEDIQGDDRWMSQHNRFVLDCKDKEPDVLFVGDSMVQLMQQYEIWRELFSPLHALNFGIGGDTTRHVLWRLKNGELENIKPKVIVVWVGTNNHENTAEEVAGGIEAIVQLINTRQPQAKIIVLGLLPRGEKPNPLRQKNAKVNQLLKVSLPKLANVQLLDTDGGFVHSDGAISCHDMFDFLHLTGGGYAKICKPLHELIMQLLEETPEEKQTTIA
GSTO1 counter: blocks human GSTO1 in RBBP9 counter-screen. inhibition, % at 5.96 µM. P78417. recombinant GSTO1, activity-based probe fluorescence polarization. AID 1974. 1.1% of 300,000 active;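 active = inhibition above the campaign mean inhibition plus 3 SD, cut at about 35% in these data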;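 note: 0% = GSTO1-1 with DMSO and 100% = wells lacking GSTO1-1 enzyme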
* marks the source's active call; other numbers are inactive results; x = no result given.

canonical_smiles	pPAFAH inh	PAFAH2 inh	PME-1 primary	PAD4 FP inh	PAFAH1B2 FP inh	LYPLA1 inh	PAFAH1B3 FP inh	GSTO1 counter	Fam108B inh
CC(c1nnnn1C(C)(C)C)N(Cc1cccnc1)Cc1ccccc1Cl (centres undefined)	-0.1	-3.6	5.8	1.3	2.6	-0.9	1.1	6.2	2.7
CC(=O)c1ccc(N2CCN(Cc3nc4ccccc4[nH]3)CC2)cc1	6.2	5.5	-20.8	-0.4	0.1	-2.1	5.2	1.7	-0.6
NNC(=O)c1cccc(Cn2cc(Br)c([N+](=O)[O-])n2)c1	1.8	6.6	-4.8	-6.5	1.0	-11.3	11.3	6.0	1.7
O=S(=O)(NCC(c1cccnc1)N1CCN(Cc2ccccc2)CC1)c1cc(F)ccc1F (centres undefined)	5.7	-2.0	0.2	-1.8	3.0	1.0	3.9	-0.6	-1.5
Cc1ccc(NNC(=O)c2cccs2)cc1Cl	3.9	6.9	-0.4	-3.3	2.5	0.3	6.2	12.0	0.1
CCOC(=O)CC(NC(C)=O)c1ccc([N+](=O)[O-])cc1 (centres undefined)	-2.1	5.2	0.4	-4.8	-0.7	0.8	9.8	3.9	-2.6
NNC(=O)c1ccc(CSc2nc3ccccc3s2)cc1	-3.3	-7.7	-23.4	4.4	-4.9	-16.4	3.0	2.5	-10.3
O=C(Cc1ccccc1Cl)N1CCN(c2ncccn2)CC1	2.8	-1.7	-2.8	-5.0	-1.2	-1.4	9.1	0.5	3.7
CCCCCc1c(C)nc(Nc2nc(C)c3cc(OC)ccc3n2)[nH]c1=O	4.3	-7.9	-0.9	-3.0	0.8	0.9	-6.2	-1.9	-3.9
CC(=O)Nc1ccc(NC(=O)C(Cc2ccccc2)NC(=O)C2CCCCC2)cc1 (centres undefined)	7.8	-5.0	0.7	4.4	-0.9	0.1	2.2	1.7	1.6
Cc1c(Cl)cccc1NC(=O)Cn1cc(C(F)(F)F)cc(Cl)c1=O	0.9	-13.0	0.2	-1.7	-4.4	-1.0	-2.7	3.5	1.6
Cn1c(Cc2cccs2)nnc1SCC(=O)Nc1ccccc1	4.7	1.5	0.3	0.2	0.3	1.1	10.8	2.4	3.1
CCCc1cc(Nc2ccccc2C)n2ncnc2n1	7.3	-1.1	-6.8	4.1	2.5	2.2	3.5	2.2	2.1
CCC(C)N(C)Cc1cccc(C2(O)CCN(S(=O)(=O)c3ccc(F)cc3)CC2)c1 (centres undefined)	-3.8	-2.6	2.5	-2.9	2.2	-1.8	10.8	-1.8	2.4
Cc1cccc(C)c1NC(=O)CSc1nc2ccccc2c(=O)[nH]1	1.3	-1.7	2.5	1.8	5.0	-1.7	-1.2	-31.6	1.2
CC(C)(C)SCCNC(=O)/C=C/c1ccc(F)cc1	5.7	-5.2	5.4	-1.6	3.8	-0.4	0.9	3.2	-0.5
C/C(=N\NC(=O)Cc1ccccc1[N+](=O)[O-])c1cccnc1	1.3	4.3	-3.4	2.9	4.9	-3.8	12.2	6.4	-1.2
O=C(NCC1CCCO1)c1cccc(NC(=O)c2ccco2)c1 (centres undefined)	1.7	1.1	5.4	-2.7	4.6	2.4	5.6	-6.2	2.8
Clc1cccc(CNCCCSc2ncccn2)c1Cl	-1.7	5.2	0.0	-7.5	5.5	4.4	-0.8	-0.5	-4.7
COc1ccc(-c2cc(C(=O)NCC3CCCO3)c3ccccc3n2)c(OC)c1 (centres undefined)	1.4	-8.6	7.2	13.8	0.5	0.4	6.7	5.0	2.3
CC(=O)CC(c1ccccc1)S(=O)(=O)c1ccc([N+](=O)[O-])cc1 (centres undefined)	1.1	0.8	3.1	-1.6	-0.1	-0.9	11.9	0.8	3.8
COc1ccc(CCn2c(-c3ccc(C(C)(C)C)cc3)n[nH]c2=S)cc1OC	1.0	11.0	-3.4	-0.3	24.7*	-2.2	5.3	2.4	2.6
CCn1c(C(O)c2cc(OC)c(OC)c(OC)c2)nc2ccccc21 (centres undefined)	1.7	-1.6	0.8	-0.9	4.8	3.5	10.2	3.6	-0.8
CC(=O)Nc1ccccc1-c1nc2ccc(C(=O)N3CCN(c4cccc(C)c4)C(C)C3)cc2[nH]c1=O (centres undefined)	1.1	0.9	-1.5	-1.8	2.5	-3.6	-0.5	0.9	2.0
CC1=NN(C(=O)COc2ccccc2)C(O)(c2ccccc2)C1 (centres undefined)	2.3	5.6	-0.7	-1.7	4.2	-4.0	-0.7	3.5	3.6

Two compounds from above, reduced to PAFAH1B2 FP inh.
SMILES | PAFAH1B2 FP inh
Clc1cccc(CNCCCSc2ncccn2)c1Cl | 5.5
COc1ccc(-c2cc(C(=O)NCC3CCCO3)c3ccccc3n2)c(OC)c1 (centres undefined) | 0.5

(listing goes on)
canonical_smiles	pPAFAH inh	PAFAH2 inh	PME-1 primary	PAD4 FP inh	PAFAH1B2 FP inh	LYPLA1 inh	PAFAH1B3 FP inh	GSTO1 counter	Fam108B inh
O=C(CCCN1C(=O)/C(=C/c2ccccc2Cl)SC1=S)NNC(=O)c1ccncc1	6.0	5.4	7.1	0.1	-0.2	3.6	2.5	3.6	2.0
Cc1cc(C)cc(NS(=O)(=O)c2ccc(NC(=O)c3ccccc3C(=O)O)cc2)c1	8.9	x	4.3	-4.6	x	-3.4	x	-1.3	0.1
O=C(O)c1ncc(-c2ccccc2)cn1	13.5	0.7	-3.5	3.6	1.7	-4.1	3.0	-0.7	-0.2
COC(=O)c1cc(C(=O)OCC(=O)Nc2ccccc2OC(F)F)cc([N+](=O)[O-])c1	16.1	-2.0	1.0	0.5	3.5	4.8	2.5	-0.7	3.4
Fc1cccc(Cl)c1Cn1nnc2c(-n3ccnc3)ncnc21	4.2	1.6	20.1	3.2	4.1	-2.3	4.3	-7.8	1.4
O=C(c1cc2cc(Br)ccc2o1)N1CCCCC1	4.8	8.2	-4.0	-0.2	4.3	-3.2	0.0	4.4	4.1
COc1cccc(C(c2c(O)nc(SC)n(C)c2=O)c2c(O)nc(SC)n(C)c2=O)c1	-2.0	2.6	-5.5	-2.5	-0.1	1.4	1.5	2.3	0.1
CCOc1ccccc1NC(=O)C(OC(=O)c1ccc(N(C)C)cc1)c1ccccc1 (centres undefined)	3.0	2.0	-4.4	0.1	7.4	-2.1	8.6	3.1	-8.3
CN(CC1COc2ccccc2O1)C(=S)NC1CCCCC1 (centres undefined)	3.4	-0.1	-2.2	-3.5	5.5	-0.2	2.4	-1.2	1.1
Cc1ccc(C(NC(=O)c2ccccc2)C(Cl)(Cl)Cl)cc1 (centres undefined)	3.3	-3.7	-5.4	3.6	13.1	0.9	2.5	3.7	0.7
COc1ccc(C(=O)N/C(=C\c2cc(OC)c(OC)cc2[N+](=O)[O-])C(=O)NCCO)cc1	0.0	-5.0	-3.6	-0.3	4.6	0.0	-2.4	1.1	4.0
COc1cccc(/C=N/NC(=O)CN2CC(c3ccccc3)CC2=O)c1OC (centres undefined)	8.7	-4.6	-0.8	-2.3	-4.0	-1.2	-1.4	0.9	4.8
O=C(NNC(=S)Nc1ccc(Cl)cc1)c1ccccc1OC(F)F	8.8	17.1	2.2	-1.8	2.4	3.6	3.0	2.8	0.9
CCc1cccc(CC)c1NC(=O)C1CN(S(=O)(=O)c2ccccc2)CCN1S(=O)(=O)c1ccccc1 (centres undefined)	4.7	3.4	3.7	-0.7	1.8	-3.1	7.1	-4.0	-2.1
Cc1nn(Cc2ccc(C(=O)NN)o2)c(C)c1Cl	-2.4	-12.7	-5.9	0.3	2.7	-7.4	4.0	-10.7	-0.3
Cn1nc(C(F)(F)F)c2cc(C(=O)O)sc21	4.1	2.1	2.0	-4.5	5.6	-0.2	9.9	-4.0	-0.3
COc1ccccc1N(C)S(=O)(=O)c1ccc(Cl)c(C(=O)NCCCN2CCOCC2)c1	6.1	-1.2	-1.5	3.1	1.0	4.2	-1.6	-0.3	6.8
CCCCCC(=O)Nc1cccc(C2=NOC3(C2)C[C@H](C(N)=O)N(C(=O)c2ccccc2C(=O)c2ccccc2)C3)c1 (some centres undefined)	6.7	-2.4	1.9	-1.5	0.4	-3.7	6.0	4.8	0.3
CCc1ccc(S(=O)(=O)NCC2(N3CCOCC3)CCCCC2)cc1	3.5	-2.5	9.4	-1.2	6.3	-1.4	2.3	x	x
Cc1cccc(C2=NNC(=O)C(c3ccc(Cl)cc3)C2)c1 (centres undefined)	3.8	-4.3	0.0	1.4	2.0	-2.4	1.4	-9.0	5.4
Cc1ccc(C(=O)N(Cc2cccs2)C2CCS(=O)(=O)C2)cc1 (centres undefined)	1.4	-7.3	-1.4	-0.5	-6.4	6.0	-5.6	2.6	-4.2
CC(=O)N/C(=C\c1ccccc1)C(=O)OCC(=O)N(C)C1CCS(=O)(=O)C1 (centres undefined)	4.1	1.6	x	-1.1	0.1	x	-1.8	x	x
CC(C(=O)Nc1ccccc1Cl)c1ccc([N+](=O)[O-])cc1 (centres undefined)	0.1	0.8	-4.4	-0.9	0.6	-1.9	-6.6	7.6	-1.1
O=C(CS(=O)(=O)Cc1ccccc1)Nc1nnc(C2CCCCC2)s1	0.9	-5.6	-3.8	-8.2	7.9	-2.8	0.2	-12.4	-2.6
CN(CC(=O)Nc1ccc(N2CCOCC2)cc1)C(=O)c1cccc(Cl)c1Cl	-3.7	-0.3	-3.6	-0.1	5.9	-2.7	8.5	15.2	-0.1
COc1cccc(C2C3=C(CCCC3=O)Nc3[nH]n(-c4ccccc4)c(=O)c32)c1 (centres undefined)	5.2	4.4	-1.5	-8.0	2.8	-1.2	5.7	6.1	-2.1
CCOC(=O)C1CCN(c2c(NCc3ccc(C(=O)NCCC(C)C)cc3)c(=O)c2=O)CC1	4.2	6.6	-0.4	-1.5	4.3	4.7	3.4	3.6	-3.0
CC(OC(=O)c1cc(=O)[nH]c2ccccc12)C(=O)N1C(C)CCCC1C (centres undefined)	-0.2	3.5	-0.1	-3.7	2.0	-1.2	5.4	x	x
Cc1c(NC(=O)C(C)OC(=O)c2cc(-c3cccc4ccccc34)nc3ccccc23)c(=O)n(-c2ccccc2)n1C (centres undefined)	5.3	6.6	11.5	18.6*	-3.4	5.2	2.0	7.6	3.9
COc1ccc(C(=O)NCc2nnc(SCC(=O)Nc3cc(OC)ccc3OC)o2)cc1	3.4	-1.6	-5.2	-1.7	7.7	-0.5	5.5	2.5	-0.2
CCN(CC)CCCN(Cc1cc2cc3c(cc2[nH]c1=O)OCCO3)C(=O)Nc1ccc(F)cc1	1.6	-4.8	-4.5	-2.8	5.0	2.9	7.3	4.3	-5.6
COc1cccc(OCc2nnc(-c3cccs3)o2)c1	0.8	-0.7	2.5	-5.3	4.4	-0.4	11.9	-4.3	-0.6
CCOC(=O)N1CCC(=C2c3ccc(Cl)cc3CCc3cccnc32)CC1	12.3	-5.8	-4.9	-0.8	-3.4	-0.4	-0.8	2.9	-5.0
COc1cccc(COC(=O)c2cc(=O)[nH]c3ccc(S(=O)(=O)N4CCOCC4)cc23)c1OC	0.1	-2.7	-0.8	0.5	2.2	-2.2	0.0	5.9	-1.0
C/C(=C(\C#N)C(=O)NC1CCCCC1)N(C)C	-5.4	-2.4	7.9	-1.8	0.6	-0.2	7.3	2.4	-1.0

Source: PubChem

This is a subset; count on the stated rates, not on these rows.
